Screens: PubChem, several laboratories
RSV CPE inhibition = RSV antiviral activity via CPE protection, HEp-2 cells, primary 10 µM value included (AID 2391); 0.13% of 310,000 active; HEp-2 cells, RSV-induced CPE inhibition; higher % means a stronger effect; one-dose CPE inhibition, % at 10 µM; IC50 in µM for titrated hits; in the data active means a potency from the dose series; inconclusive means CPE inhibition mostly from about 23% at the one dose, without a potency; inactive means the rest, 99 in 100 with CPE inhibition below about 21%; further: strong numbers were not always called active
M1AAP inhibition = P. falciparum M1AAP inhibitors, biochemical, fluorogenic H-Leu-NHMec substrate, 1536-well (AID 1445); recombinant M1AAP, H-Leu-NHMec fluorogenic kinetic assay; higher % means a stronger effect; one-dose inhibition, % at 30 µM; IC50 in µM for titrated hits; 0.42% of 220,000 active;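 active means primary inhibition above the hit cutoff, then over 50% inhibition at one or more dose response concentrations, cut at about 23% in these data, passing the limit was not always enough; inconclusive means conflicting primary data, or primary hits not chosen for dose response; inactive means low primary inhibition, or under 50% at every dose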;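 further: plate controls were DMSO full reaction for no effect and no enzyme background for full effect; strong numbers were not always called active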
West Nile virus CPE = inhibition of WNV-induced cytopathic effect – cell-based, CPE readout (AID 1621). CPE inhibition, % at 10 µM, or IC50 in µM where a hit was titrated. West Nile virus-infected cells, CPE inhibition; higher % means a stronger effect. 0.02% of 290,000 active; in the data active means a potency from the dose series; inconclusive means CPE inhibition mostly from about 3.7% at the one dose, without a potency; inactive means the rest, 99 in 100 with CPE inhibition below about 2.2%; further: strong numbers were not always called active
M17LAP inhibition = P. falciparum M17LAP inhibitors, primary screen, biochemical, fluorogenic H-Leu-NHMec substrate, 1536-well (AID 1619); inhibition, % at 30 µM, or IC50 in µM where a hit was titrated; 0.38% of 220,000 active; recombinant M17LAP, H-Leu-NHMec fluorogenic kinetic assay; higher % means a stronger effect;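 active means compound inhibiting the enzyme by more than half at any dose during confirmatory dose-response retesting; inconclusive means strong single-dose inhibitors picked by rank but not retested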;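 further: plate controls were full reaction with DMSO carrier for no effect and no enzyme background for full effect; strong numbers were not always called active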
PMI inhibitors = inhibitors of human PMI, primary screen, biochemical, fluorescence intensity, coupled assay (AID 1209) | inhibition, % at 20 µM, or IC50 in µM where a hit was titrated | purified PMI enzyme, coupled fluorescence intensity; higher % means a stronger effect | 0.42% of 190,000 active;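 further: plate controls were DMSO vehicle for no effect and wells lacking substrate for full effect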
T cell HTS = T cell immune modulation candidate | 2C CD8+ T cell-vesicle binding, flow cytometry; active compounds read low | calls only at 7 µM | 0.068% of 330,000 active | AID 2052;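 active means response, share of CD8 T cells binding vesicles, and their 90th percentile fluorescence all below set limits, cut at about 80% in these data, passing the limit was not always enough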
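Also added: QL9-peptide-loaded Drosophila micro-vesicles bearing Ld, ICAM-1 and B7-1; Test system: purified 2C TCR transgenic mouse naive CD8+ T cells; Measured by: cytometric PE anti-B7-1 and Alexa647 anti-CD8 signals after 1% paraformaldehyde fixation; Timing: binding step 1.5 h, 37 °C, antibody labelling 20 min, ice.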
human PMI inhibitors = MPI inhibition at elevated mannose 6-phosphate – biochemical, fluorescence intensity, high mannose 6-phosphate, primary screen (AID 1220) | recombinant PMI enzyme, coupled fluorescence intensity; higher % means a stronger effect | 0.66% of 190,000 active | inhibition, % at 20 µM; hits with a dose series show IC50 in µM
TNAP activators = human TNAP enzyme activators, primary screen, biochemical, luminescent, no phosphate acceptor, uHTS (AID 1001); 0.03% of 200,000 active; purified TNAP, luminescent activation assay, no phosphate acceptor; higher activation fold means a stronger effect; activation fold at 20 µM; hits with a dose series show EC50 in µM; in the data active means activation fold from about 3, or a potency from the dose series; inactive means the rest, 99 in 100 with activation fold below about 1.6; further: many of its hits are not listed in these tables
K1F lysis inhibition = protection from phage-mediated lysis, alamar blue read-out – E. coli UTI89, K1F phage, bacterial capsule biogenesis inhibitors (AID 488966); 0.02% of 340,000 active; E. coli UTI89 K1F phage lysis, alamar blue, 2 h; higher % means a stronger effect; one-dose inhibition, % at 100 µM; IC50 in µM for titrated hits;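 active means phage lysis inhibition, versus mean bacterial control, above a set limit; inconclusive means no clear call, values can overlap the other calls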;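 further: capsule biogenesis inhibitors block K1F phage lysis so surviving cells raise fluorescence; higher fluorescence means more inhibition of phage lysis; actives were called in the ten point dose series up to 300 µM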
T cell HTS vesicle-bound % = further read-out of T cell HTS, marked with its call; double positive events, %; measured here: CD8+ vesicle-bound cell fraction;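 binding gate set so that unloaded-vesicle control wells show 10% double positive cells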
* marks the source's active call; other numbers are inactive results; i = inactive; ? = inconclusive; / = not tested or not shown; [ ] = remark or other dose. Unless noted, no stated cut-off is given here; in the data, active means inhibition above about 50%; inactive means the rest.

SMILES	RSV CPE inhibition	M1AAP inhibition	West Nile virus CPE	M17LAP inhibition	PMI inhibitors	T cell HTS	T cell HTS vesicle-bound %	human PMI inhibitors	TNAP activators	K1F lysis inhibition
O=C(NCCc1c[nH]c2ccccc12)C1CCN(S(=O)(=O)c2ccccc2)CC1	3.2%	/	-0.3%	/	/	i	50	/	/	0.2%
CCC1(C)Cc2c(sc3nn[nH]c(=O)c23)CO1 (stereo not drawn)	2.4%	2%	0.9%	2%	-9%	i	10	-8%	1.1	4.8%
COc1ncnc(OC)c1S(=O)(=O)NCc1ccccc1	3.4%	/	0.0%	/	/	i	56	/	/	0.1%
CCCOc1ccccc1-c1nc2c([nH]1)c(=O)[nH]c(=O)n2C	3.7%	6%	-0.2%	-17%	21%	i	24	13%	1	-0.3%
O=C(O)CC(c1ccc(OC2CCCC2)cc1)N1C(=O)c2ccccc2C1=O (stereo not drawn)	1.3%	/	-0.4%	/	/	i	11	/	/	-1.7%[50 µM]
COc1ccc(C(=O)NC(=S)NCc2cccnc2)cc1Cl	7.6%	/	-1.0%	/	/	i	29	/	/	0.3%
COc1ccc(C)cc1-n1nnnc1SCC(=O)Nc1cccnc1Cl	3.9%	3%	-0.3%	-12%	-10%	i	32	0%	1.1	0.7%
O=C(Nc1ccccc1C(=O)O)c1cc(S(=O)(=O)Nc2cccc(F)c2)ccc1Cl	2.4%	/	0.7%	/	/	i	59	/	/	1.3%
Cc1ccc(S(=O)(=O)c2nc(NC3CCS(=O)(=O)C3)sc2Cl)cc1 (stereo not drawn)	0.5%	-11%	0.1%	-1%	13%	i	47	14%	1	9.1%
CC(C)CCn1c(SCCN2CCOCC2)nc2c1c(=O)[nH]c(=O)n2C	1.9%	2%	0.0%	3%	-4%	i	15	-3%	1.1	4.2%
COC(=O)[C@H](Cc1ccccc1)NC(=O)NC(C)CCc1ccccc1 (stereo partly drawn)	1.3%	/	-0.4%	/	/	i	30	/	/	0.0%
CCCC1=C(C(=O)OCC)C(c2ccccc2OC)NC(=O)N1 (stereo not drawn)	1.6%	4%	-0.3%	3%	-3%	i	19	-1%	1.1	0.4%
O=C(c1ccccn1)N1CCCC(N2CCN(Cc3ccc4c(c3)OCO4)CC2)C1 (stereo not drawn)	-0.6%	/	-0.1%	/	/	i	43	/	/	0.1%
O=C(CN1CCN(c2ccccc2F)CC1)c1ccc2c(c1)OCO2	0.2%	5%	-0.3%	35%	-14%	i	5	-103%	1.1	0.3%
Cc1ccc(OCC(=O)NC2CC(C)(C)NC(C)(C)C2)cc1C	-0.8%	4%	-0.3%	8%	13%	i	62	19%	1.1	-1.4%
CC(C)Sc1oc(-c2ccco2)nc1S(=O)(=O)c1ccc(F)cc1	4.0%	8%	-0.1%	3%	-4%	i	23	22%	1	0.8%
CCN(CC)CCNc1nc(C(F)(F)F)nc2c1nnn2Cc1ccccc1	-0.6%	/	-2.1%	/	/	i	65	/	/	0.2%
C#CCSc1nc2sc3c(c2c(=O)n1C)CCC3	6.4%	/	-0.4%	/	/	i	60	/	/	0.0%
CCN(CC)CCN1C(=O)C2C(C(=O)Nc3cc(C)cc(C)c3)C3C=CC2(O3)C1C(=O)NC1CCCCC1 (stereo not drawn)	0.1%	/	-0.3%	/	/	i	47	/	/	0.1%
COc1ccc(NC(=O)CCCn2c(=S)[nH]c3ccccc3c2=O)cc1	1.8%	2%	-0.3%	-6%	7%	i	33	5%	1	0.6%
Cc1ccc(CN2CCN(c3ccccc3)CC2)o1	0.6%	/	-0.5%	/	/	i	59	/	/	-1.1%
CCCCSc1nnc([C@H](CC(C)C)NC(=O)OC(C)(C)C)o1	0.9%	4%	-0.3%	8%	10%	i	40	6%	1.1	-0.1%
CC(C)(C)NC(=O)Cn1nnc(-c2ccc(OCc3c(F)cccc3Cl)cc2)n1	1.3%	/	-1.2%	/	/	i	60	/	/	0.1%
CCN1CCN(c2c(/C=C3\SC(=S)N(Cc4ccco4)C3=O)c(C)c(C#N)c(=O)n2C)CC1	0.0%	10%	0.3%	15%	/	i	30	/	/	0.5%
Cc1cccc2cc(C#N)c(N3CCOCC3)nc12	1.7%	/	1.5%	/	/	i	60	/	/	-0.1%
O=C(/C=N/NC(=O)c1ccccc1Br)c1ccccc1	2.3%	0%	0.3%	1%	-2%	i	13	-7%	1.1	0.2%
CC(NC(=O)Nc1cccc(F)c1)c1ccc2c(c1)OCO2 (stereo not drawn)	5.3%	/	-1.2%	/	/	i	6	/	/	1.8%[50 µM]
O=C(COC(=O)c1ccccc1Sc1ccc(C(F)(F)F)cc1[N+](=O)[O-])NC(=O)NC1CCCC1	5.1%	3%	-1.7%	7%	26%	i	16	19%	1	0.4%
CCS(=O)(=O)N1Cc2ccccc2CC1C(=O)Nc1nc(C)cs1 (stereo not drawn)	-1.1%	-2%	0.3%	-1%	-14%	i	58	-7%	1.2	-3.2%
COc1ccc(OCC(=O)OC(C)CN2CCCCC2)cc1 (stereo not drawn)	-0.1%	/	0.0%	/	/	i	67	/	/	0.9%
CCCOc1ccc(C(=O)NNC(=S)NC(=O)CC)cc1	-1.6%	-2%	?	0%	-12%	i	43	-9%	1	-0.5%
O=C(NCc1ccccn1)c1ccc2nc(C3CCCCC3)oc2c1	0.3%	/	0.7%	/	/	i	16	/	/	0.3%
O=C(c1ccc(Cn2cc([N+](=O)[O-])cn2)o1)N1CCCCCC1	1.4%	/	-0.6%	/	/	i	8	/	/	0.1%
O=c1cc(N2CCCCC2)c(-c2ccccc2)nn1Cc1cccc(F)c1	11%	-2%	-1.5%	1%	8%	i	15	10%	1.1	-0.2%
COC(=O)c1ccc(/C=C/c2c(-c3ccsc3)oc3ccc(N4CCOCC4)cc23)cc1	-3.8%	/	0.6%	/	/	i	35	/	/	0.3%
CCc1ccc(NC(=O)CCc2nnc3ccc(N4CCCC4)nn23)cc1	7.0%	/	0.0%	/	/	i	9	/	/	0.1%
N#CC1=C(N)C(C#N)(C#N)C(c2cccnc2)C2CC(c3ccccc3)CC=C12 (stereo not drawn)	?	14%	0.4%	-6%	21%	i	60	47%	1.1	-0.3%
CC(C)NC(=O)C(=O)NNC(=O)CCc1ccccc1	4.2%	/	-0.4%	/	4%	i	31	5%	1.1	-0.1%
O=[N+]([O-])c1cccc(S(=O)(=O)N2CCN(S(=O)(=O)N3CCCCCC3)CC2)c1	1.3%	/	-0.1%	/	/	i	23	/	/	0.2%
O=C(Nc1ccc(OCC(=O)N2CCOCC2)cc1)c1ccccc1F	1.2%	/	0.3%	/	/	i	14	/	/	-0.5%
CN1CCN(C(=O)c2c(O)c3cccc4c3n(c2=O)CCC4)CC1	0.8%	-3%	0.7%	-7%	-6%	i	58	-7%	1.1	0.6%
Cc1cccc2cc(C#N)c(NCCNC(=O)COc3ccccc3)nc12	3.3%	5%	-0.9%	2%	7%	i	41	33%	1.1	0.4%
O=C(Nc1cccs1)OCCN1CCN(Cc2ccccc2)CCC1=O	2.1%	8%	-0.7%	7%	-21%	i	26	-12%	1.1	1.6%
OC1(CNCc2ccccc2)C2CC3CC(C2)CC1C3 (stereo not drawn)	-2.2%	0%	-1.4%	-1%	/	i	42	/	/	4.5%
c1csc(-c2noc(CN3CCN4CCCC4C3)n2)c1 (stereo not drawn)	0.3%	-1%	0.1%	-2%	9%	i	19	1%	1.1	-0.2%
COC(=O)c1ccc(NC(=O)Cc2ccc(F)cc2)cc1	5.7%	0%	-0.1%	-2%	-4%	i	27	-6%	1.2	0.1%
CC(NCCOCCOc1ccccc1)c1ccccc1 (stereo not drawn)	0.6%	0%	0.0%	6%	7%	i	34	6%	1.1	7.0%
O=C(Oc1ccc(Cl)cc1)c1ccc(COC(=O)c2cnccn2)cc1	0.8%	4%	1.4%	6%	9%	i	34	11%	1	-0.3%
NC(=O)COC(=O)CC(NC(N)=O)c1ccc(Cl)cc1 (stereo not drawn)	1.5%	10%	0.0%	2%	-7%	i	30	-3%	1	-0.3%
CCn1c(CC(=O)Nc2ccc(C)c(Cl)c2)nnc1SCCOc1ccc(OC)cc1	1.5%	-5%	0.0%	0%	-2%	i	26	-5%	1	-0.7%
O=C(COC(=O)C1CCC(N2C(=O)C3C4CCC(C4)C3C2=O)CC1)c1ccc(F)cc1 (stereo not drawn)	0.5%	/	-0.1%	/	/	i	10	/	/	0.3%
COc1ccccc1CNC(=O)CSc1nnc2ccc(-c3cccnc3)nn12	3.0%	8%	0.1%	15%	5%	i	30	-1%	1	0.1%
COc1cccc2c(N/N=C/c3ccco3)cc(C)nc12	1.4%	-1%	-0.5%	-7%	6%	i	16	8%	1	-0.1%
Fc1ccc(NC(=S)Nc2ccccc2OC(F)F)cc1Cl	2.0%	-5%	-0.7%	3%	15%	i	42	-6%	1	i
CN(c1ccc(C(=O)NCc2ccccn2)cc1)S(=O)(=O)c1ccc(Cl)cc1	4.2%	/	-0.6%	/	/	i	10	/	/	-0.1%
CC1(C)CC(=O)C(C2C3=C(CC(C)(C)CC3=O)OC3=C2C(=O)CC(C)(C)C3)=C(O)C1	-0.5%	/	-0.1%	/	/	i	34	/	/	-0.5%
COc1ccc(/C=N/NC(=O)c2ccccc2[N+](=O)[O-])cc1CN1CCc2cc(OC)c(OC)cc2C1C (stereo not drawn)	2.3%	6%	0.6%	1%	8%	i	62	0%	1.1	0.5%
Cc1ccnc(NC(c2ccccn2)c2c(C)[nH]c3ccccc23)c1 (stereo not drawn)	2.9%	11%	-0.4%	-1%	19%	i	51	28%	1.1	-1.6%
C=CCSc1nc2sc(C)c(C)c2c(=O)n1N	2.4%	0%	-0.1%	8%	4%	i	46	0%	1.1	2.4%[50 µM]
Cc1nc2sc(-c3ccccc3)cc2c(=O)n1/N=C/N(C)C	0.7%	3%	0.0%	8%	-3%	i	65	1%	1.1	0.0%
